# p-CIP stab down – lowers stability of the mouse p/CIP coactivator protein; Q05BA5; F442A p/CIP-EGFP cells, EGFP fluorescence, 16 h; decrease of EGFP signal, % at 10 µM; 290,000 compounds, 0.01% hits;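 active = EGFP signal decrease of at least 30% at 10 µM or well 3 SD below plate mean, unless failing retest; inactive = the rest, including hits failing retest or dose response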; note: some compounds called inactive have numbers as strong as hits; many of its hits are not listed in these tables
# IDE act – boosts human insulin-degrading enzyme activity in HEK cells; FAbeta-B cleavage, fluorescence polarization; 0% vehicle, 100% cell-free pure enzyme wells; P14735; 340,000 compounds, 0.073% hits; AID 493087; activation, % at 5.96 µM;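 active = activation above the mean of all tested compounds plus 3 SD, set per screening campaign, cut at about 17% in these data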
# Target sequence (P14735 whole entry, looked up): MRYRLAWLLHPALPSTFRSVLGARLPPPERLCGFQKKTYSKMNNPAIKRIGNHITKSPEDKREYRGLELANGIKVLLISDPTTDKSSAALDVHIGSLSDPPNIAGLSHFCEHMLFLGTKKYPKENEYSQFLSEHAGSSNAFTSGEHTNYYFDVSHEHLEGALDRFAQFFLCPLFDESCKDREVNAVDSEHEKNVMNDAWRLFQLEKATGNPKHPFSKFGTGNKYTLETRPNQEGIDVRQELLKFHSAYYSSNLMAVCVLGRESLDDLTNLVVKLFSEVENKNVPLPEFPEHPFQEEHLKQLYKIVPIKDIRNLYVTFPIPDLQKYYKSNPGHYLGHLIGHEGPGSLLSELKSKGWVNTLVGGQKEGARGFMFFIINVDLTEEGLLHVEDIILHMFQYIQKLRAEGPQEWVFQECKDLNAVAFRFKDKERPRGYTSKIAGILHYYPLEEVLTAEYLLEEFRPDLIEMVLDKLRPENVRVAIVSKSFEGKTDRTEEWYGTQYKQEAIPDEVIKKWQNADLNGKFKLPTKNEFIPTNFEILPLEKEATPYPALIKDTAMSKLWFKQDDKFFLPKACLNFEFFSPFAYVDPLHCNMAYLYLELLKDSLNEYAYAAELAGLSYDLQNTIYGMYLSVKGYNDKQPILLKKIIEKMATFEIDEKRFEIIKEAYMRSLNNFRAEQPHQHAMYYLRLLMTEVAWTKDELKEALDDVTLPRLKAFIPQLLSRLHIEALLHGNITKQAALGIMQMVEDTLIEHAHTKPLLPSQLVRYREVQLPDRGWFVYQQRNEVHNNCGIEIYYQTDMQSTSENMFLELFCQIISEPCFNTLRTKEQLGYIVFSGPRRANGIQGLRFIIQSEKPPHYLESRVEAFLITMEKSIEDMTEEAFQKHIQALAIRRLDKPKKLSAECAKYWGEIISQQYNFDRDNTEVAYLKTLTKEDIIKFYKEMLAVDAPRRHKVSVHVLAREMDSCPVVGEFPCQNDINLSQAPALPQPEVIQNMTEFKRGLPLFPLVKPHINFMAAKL
# FID counter – fluorescent intercalator displacement, NS3 helicase counter-screen; 290,000 compounds, 0.17% hits; AID 1845; inhibition, % at 7.9 µM; DNA fluorescent intercalator displacement, fluorescence; in the data active = inhibition above about 37%;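 note: 0% = vehicle and 100% = reference compound; higher means more ethidium bromide displaced from hairpin DNA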
# M18AAP inhibitor – PfM18AAP enzyme inhibition; recombinant PfM18AAP, H-Glu-NHMec fluorogenic cleavage; inhibition, % at 7.35 µM; 290,000 compounds, 1.2% hits; AID 1822;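 active = inhibition above the campaign mean inhibition over all tested compounds plus 3 SD, cut at about 28% in these data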;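 note: 0% = plate median of test compound wells and 100% = 2 mM ZnCl2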
# VIM-2 inh – inhibitors of Pseudomonas aeruginosa VIM-2 metallo-beta-lactamase | 290,000 compounds, 0.89% hits | purified VIM-2, nitrocefin hydrolysis, epi-absorbance fluorescence | AID 1527 | inhibition, % at 5.6 µM;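 active = inhibition above the mean of all tested compounds plus 3 SD, cutoff set per screening run, cut at about 7.5% in these data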;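 note: red hydrolysis product quenches plate fluorescence so inhibitors raise well fluorescence; 0% = enzyme with DMSO and 100% = DMSO without enzyme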
# SUMO HTRF inh – inhibitors of human SUMOylation (UBC9); P63279; HTRF SUMOylation assay, SAE1/SAE2 + UBC9, in vitro; inhibition, % at 35 µM; 290,000 compounds, 0.36% hits; AID 2006; in the data active = inhibition above about 50%, passing the limit was not always enough; note: strong numbers were not always called active
# IDE cell inh – inhibitors of human insulin-degrading enzyme in cells. inhibition, % at 5.59 µM. 320,000 compounds, 0.41% hits. P14735. HEK cells, FAbetaB cleavage, fluorescence polarization;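 active = percent inhibition above the average of all tested compounds plus 3 SD, set per screening campaign, cut at about 16% in these data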;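 note: IDE supplied by intact live HEK cells; FP after avidin binding of uncleaved biotin substrate so inhibition keeps polarization high; 0% = DMSO wells and 100% = 60 µM reference IDE inhibitor Ii1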
# IMP-1 inhibitor – blocks Pseudomonas aeruginosa IMP-1 metallo-beta-lactamase | purified IMP-1, nitrocefin hydrolysis, epi-absorbance fluorescence | inhibition, % at 5.6 µM | 290,000 compounds, 0.45% hits | AID 1556;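 active = inhibition above the mean plus 3 SD of all compounds in the same screening run, cut at about 4.5% in these data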;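 note: 0% = IMP-1 with DMSO and 100% = DMSO wells lacking enzyme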
#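 System: purified IMP-1; amount: IMP-1 0.2 nM before substrate addition; compound: single dose, 5.6 µM; times: 25 °C, 15 min preincubation, 25 min reaction; signal: Epi-absorbance via hydrolysed-nitrocefin quenching of white-plate fluorescence, 480/530 nm, EDTA stop; benchmarks: DMSO with and without IMP-1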
# HCV NS3 hel inh – inhibitors of Hepatitis C virus NS3 helicase; 290,000 compounds, 0.56% hits; inhibition, % at 10.9 µM; NS3 helicase DNA unwinding, Cy5 molecular beacon fluorescence; AID 1800;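 active = inhibition above the mean of all tested compounds plus 3 SD, set per campaign, cut at about 35% in these data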;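 note: 0% = DMSO wells and 100% = thioflavine S control wells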
#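 System: HCV NS3 helicase fragment; control set: DMSO and thioflavine S; technique: Cy5 fluorescence at 0 and 60 min, beacon hairpin quenching; reagent: beacon DNA duplex substrate plus ATP; replicates: singlicate; schedule: 1 h reaction at 25 °C, ATP-initiated; medium: MOPS buffer pH 6.5 with MgCl2, DTT, Tween20, BSA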
# Numbers without * were called inactive; x = not tested or not shown.
SMILES,p-CIP stab down,IDE act,FID counter,M18AAP inhibitor,VIM-2 inh,SUMO HTRF inh,IDE cell inh,IMP-1 inhibitor,HCV NS3 hel inh
CCOC(=O)c1c(-c2cccs2)csc1NC(=O)CSc1ncn[nH]1,-8,-5,-18,17,0.9,1,-1,2.6,0
CCCOc1ccc(/C(O)=C2\C(=O)C(=O)N(CCCOC)C23C(=O)N(C)c2ccccc23)cc1 (stereo unspecified),-5,3,-41,-4,0.0,14,2,-2.5,6
CCOC(=O)c1[nH]c2c(c1-c1ccccc1)C(=O)CC(c1ccc(OCC)cc1)C2 (stereo unspecified),1,7,-8,-5,-0.9,18,-4,-1.9,5
Cc1cc(N2Cc3ccccc3C2)ccc1C=O,4,1,-6,4,-1.9,8,8,-2.8,1
Cc1ccc(NC(=O)CCC(=O)NNS(=O)(=O)c2ccccc2)cc1C,-1,5,-7,-3,-3.6,1,1,-6.1,4
CC1CCCC(NC(=O)C2N(CCCN3CCCC3)C(=O)C3C(C(=O)Nc4cccc(Cl)c4)C4C=CC32O4)C1C (stereo unspecified),-2,5,14,-2,-4.1,-13,1,0.4,-25
Cc1ccc(-c2ccc(CCC(=O)O)n2NC(N)=S)cc1,-1,2,-8,15,0.7,3,0,1.0,33
COc1ccc(OC)c(/C=N/n2c(COc3ccccc3)n[nH]c2=S)c1,3,-2,-43,20,-1.9,13,x,-0.5,5
Cc1cccc(C)c1NC(=O)NC1(C(=O)NCCCN2CCOCC2)CCCCC1,-7,10,3,-3,-0.8,7,2,-1.4,-2
COc1ccc(C(=O)O)c(OC)n1,-23,-3,-2,-2,-0.5,16,2,-0.9,15
CCOc1ccccc1N(CC(=O)Nc1ccccc1)S(=O)(=O)c1ccccc1,4,7,-25,-9,-0.3,-11,-3,0.5,-17
O=C(O)Cc1ccc(NS(=O)(=O)c2ccc3ccccc3c2)cc1,1,5,-18,2,-3.0,9,1,-5.3,4
CN(CCO)Cc1csc2ccc(Br)cc12,2,0,1,-1,-2.4,13,-10,-4.9,-1
CCCn1c(=O)c2ccccc2n2c(SCc3nnc(-c4ccccc4Br)o3)nnc12,0,-2,-13,0,-2.7,6,-2,-3.0,2
O=S(=O)(Nc1nc2ccccc2nc1Cl)c1ccccc1C(F)(F)F,-25,-2,-22,3,-0.9,-1,0,-3.1,7
CCOC(=O)c1ccc(Nc2nc(C)cc(C)c2C#N)cc1,4,-6,1,-1,-3.5,1,0,-1.5,6
COC(=O)c1sc2ncn(CC(=O)NCCc3ccc(OC)c(OC)c3)c(=O)c2c1C,-19,6,-11,3,-2.8,8,0,-2.6,2
CCOC(=O)C(NC(=O)N(C)C)(Nc1sc(C)c(CC)c1C#N)C(F)(F)F (stereo unspecified),-4,-6,4,49*,-5.7,12,15,-1.9,8
O=C(O)C1CC=CCC1C(=O)Nc1cccc(C(=O)N2CCCCC2)c1 (stereo unspecified),0,-1,-4,4,-0.6,-4,0,-1.4,6
CC1Cc2ccccc2N1Cc1cccc(S(=O)(=O)N(C)C)c1 (stereo unspecified),7,-1,-22,14,-4.0,-1,4,-1.7,-8
CCOC(=O)c1ccc(NC(=O)CCC(=O)NCc2ccco2)cc1,-2,1,-5,-3,-0.8,6,-1,-2.4,-5
COC(=O)c1ccccc1NC(=O)Nc1ccc(Cl)cn1,-11,-1,-1,7,-2.1,-14,-2,-2.1,14
Cc1sc2nc(SCC(N)=O)n(-c3ccccc3)c(=O)c2c1C,3,-5,-10,-2,-2.5,14,-1,-1.3,-8
Cc1c(Cl)c([N+](=O)[O-])nn1CC(=O)NCC(C)C,1,12,1,-16,1.3,5,1,-0.4,-2
COc1ccc(-n2cnnc2SCC(=O)Nc2cccc(S(N)(=O)=O)c2)cc1,10,4,-7,1,-4.6,-11,3,-2.6,4

# Remaining list, next part.
SMILES,p-CIP stab down,IDE act,FID counter,M18AAP inhibitor,VIM-2 inh,SUMO HTRF inh,IDE cell inh,IMP-1 inhibitor,HCV NS3 hel inh
CCc1ccccc1NC(=O)c1cc(S(=O)(=O)N2CCCC2)c[nH]1,-7,3,-14,4,-0.6,4,7,-3.8,6
O=C(Nc1nc2c(s1)CCCC2)C1COc2ccccc2O1 (stereo unspecified),-9,0,-8,4,-1.1,-14,2,-0.9,-17
CC(C)NC(=O)CNc1ccc(C(F)(F)F)cc1[N+](=O)[O-],-1,4,1,5,-3.7,10,1,-4.6,-3
O=C(Nc1ccc2oc(-c3cccc(F)c3)nc2c1)c1ccccc1F,-3,-3,2,-7,-2.8,13,5,-2.0,5
O=C(O)c1oc2ccc(Br)cc2c1-n1cccc1,-6,11,-8,9,-2.4,5,2,0.2,32
COc1ccc(NC(=O)C2CCN(S(=O)(=O)c3ccc4[nH]c(=O)oc4c3)CC2)c(OC)c1,-1,3,-5,3,0.2,2,3,-2.3,0
CCOC(=O)Cc1csc(N/C(=N/S(=O)(=O)c2cc(Br)ccc2OCC)c2ccccc2)n1,2,4,-4,-2,-1.2,3,5,-1.8,6
CCc1cc(C(=O)N(C)CC(=O)N(CC(C)C)c2c(N)n(CC(C)C)c(=O)[nH]c2=O)sc1C,-6,3,-47,-1,-2.1,5,-4,-3.1,4
COc1cc(Nc2nc3ccccc3n3nnnc23)cc(OC)c1OC,-5,4,-1,8,2.0,33,1,-4.8,-5
O=C(Cn1c(=S)[nH]c2ncccc2c1=O)NCCc1ccccc1,-4,x,2,2,-2.4,-2,-5,-2.6,3
CC1CCCN(C(=O)c2ccc(CNc3c(N4CCCCC4)c(=O)c3=O)cc2)C1 (stereo unspecified),-15,5,-24,-4,1.8,21,1,-0.9,-3
CCN(CC)C(=O)C1CCCN(Cc2ccc3ccccc3c2)C1 (stereo unspecified),-5,1,5,0,-2.6,5,5,-0.5,-9
O=C(O)CC(CC(=O)Nc1ccc(N2CCOCC2)cc1)c1ccccc1 (stereo unspecified),-8,6,2,-1,-2.1,-3,2,-2.3,6
Cc1ccc(S(=O)(=O)NCc2ccc(C(=O)N3CCN(Cc4ccccc4)CC3)cc2)cc1,-15,4,-29,0,-1.4,12,1,-2.4,-7
COc1c(C)cc(C(=O)C2CCCN(C(=O)c3cc(C)n(C)n3)C2)cc1C (stereo unspecified),-2,5,-49,-19,0.8,6,2,-0.8,6
Cc1ccccc1C(=O)OCCN1CCOCC1,-13,-2,3,0,-1.9,6,4,-1.8,6
C/C(N)=C(/C#N)C(=O)COC(=O)c1ccc(O)cc1,-21,-2,1,-6,1.2,3,2,-1.0,0
COc1ccc(Cc2nnc(NN)[nH]c2=O)cc1OC,-3,-1,-27,17,-1.3,3,0,-2.9,-5
O=C(NC1=NCCS1)c1ccc(Cl)c(S(=O)(=O)N2CCOCC2)c1,-1,3,3,-7,-2.1,26,-5,-2.3,12
CCOC(=O)N1CCN(C(=O)C2CCCN(S(=O)(=O)c3ccc(F)cc3)C2)CC1 (stereo unspecified),-5,-1,-20,3,-3.3,15,1,-1.3,7
O=C(NNC(=O)c1ccccc1Br)c1cccs1,-9,-2,-12,5,-1.4,6,5,-0.4,4
O=S(=O)(Nc1ccc(S(=O)(=O)N2CCCCC2)cc1)c1ccc(Br)s1,-3,1,-33,1,-3.8,0,7,-2.8,1
COc1ccc(CNC(=O)CCN2C(=O)c3ccccc3C2=O)cc1,5,-2,-6,-3,-0.7,9,-3,-2.9,17
O=S(=O)(NCC1CCCO1)c1ccc(S(=O)(=O)N2CCCC2)cc1 (stereo unspecified),-1,-3,7,-1,-2.3,-18,-2,-2.0,-2
COc1ccc(-c2csc(NC(=O)c3ccc(N4C(=O)CCC4=O)cc3)n2)cc1OC,2,7,-13,3,-0.6,4,0,-1.6,-21

# Arranged by length of the SMILES (smallest number first): some entries from above.
SMILES,p-CIP stab down,IDE act,FID counter,M18AAP inhibitor,VIM-2 inh,SUMO HTRF inh,IDE cell inh,IMP-1 inhibitor,HCV NS3 hel inh
O=C(O)c1oc2ccc(Br)cc2c1-n1cccc1,-6,11,-8,9,-2.4,5,2,0.2,32
COc1ccc(Cc2nnc(NN)[nH]c2=O)cc1OC,-3,-1,-27,17,-1.3,3,0,-2.9,-5
O=C(Nc1nc2c(s1)CCCC2)C1COc2ccccc2O1 (stereo unspecified),-9,0,-8,4,-1.1,-14,2,-0.9,-17
C/C(N)=C(/C#N)C(=O)COC(=O)c1ccc(O)cc1,-21,-2,1,-6,1.2,3,2,-1.0,0
COc1cc(Nc2nc3ccccc3n3nnnc23)cc(OC)c1OC,-5,4,-1,8,2.0,33,1,-4.8,-5
O=C(Cn1c(=S)[nH]c2ncccc2c1=O)NCCc1ccccc1,-4,x,2,2,-2.4,-2,-5,-2.6,3
CC(C)NC(=O)CNc1ccc(C(F)(F)F)cc1[N+](=O)[O-],-1,4,1,5,-3.7,10,1,-4.6,-3
O=S(=O)(NCC1CCCO1)c1ccc(S(=O)(=O)N2CCCC2)cc1 (stereo unspecified),-1,-3,7,-1,-2.3,-18,-2,-2.0,-2
O=C(NC1=NCCS1)c1ccc(Cl)c(S(=O)(=O)N2CCOCC2)c1,-1,3,3,-7,-2.1,26,-5,-2.3,12
CC1CCCN(C(=O)c2ccc(CNc3c(N4CCCCC4)c(=O)c3=O)cc2)C1 (stereo unspecified),-15,5,-24,-4,1.8,21,1,-0.9,-3
Cc1ccc(S(=O)(=O)NCc2ccc(C(=O)N3CCN(Cc4ccccc4)CC3)cc2)cc1,-15,4,-29,0,-1.4,12,1,-2.4,-7
CCOC(=O)Cc1csc(N/C(=N/S(=O)(=O)c2cc(Br)ccc2OCC)c2ccccc2)n1,2,4,-4,-2,-1.2,3,5,-1.8,6
COc1ccc(NC(=O)C2CCN(S(=O)(=O)c3ccc4[nH]c(=O)oc4c3)CC2)c(OC)c1,-1,3,-5,3,0.2,2,3,-2.3,0

# (next part)
SMILES,p-CIP stab down,IDE act,FID counter,M18AAP inhibitor,VIM-2 inh,SUMO HTRF inh,IDE cell inh,IMP-1 inhibitor,HCV NS3 hel inh
CN(Cc1ccccc1)C1=CC(=[N+]2CCCCC2)CC(C)(C)C1,-25,1,12,3,0.1,35,-5,-1.9,2
O=C(c1ccc(CS(=O)(=O)c2ccc(Br)cc2)o1)N1CCN(c2ccccn2)CC1,-16,-1,-29,1,-2.3,18,0,-3.2,-2
Cc1ccccc1-c1n[nH]c(=S)n1C,-2,3,-1,12,2.7,3,2,-3.5,-1
CC(C)Cn1c(/C=N/Nc2nc3ccccc3[nH]2)nc2ccccc21,-7,-6,-7,-4,-3.2,-95,x,-5.2,-3
COc1ccc2[nH]c(C(=O)NCCCN3CCCC3=O)c(C)c2c1,1,4,-23,1,-1.6,x,6,-1.8,12
c1ccc(-c2ccccc2OCCCN2CCOCC2)cc1,-14,2,13,-13,0.2,7,2,-0.1,-2
O=C(COC(=O)/C=C/c1cccc(C(F)(F)F)c1)NC(c1ccccc1)c1ccccc1,-5,-2,1,1,-4.1,12,4,-2.6,-4
